# High-throughput results deposited in PubChem by several laboratories.
# D1 allo mod = allosterically modulates the human D1 dopamine receptor; 58,000 tested, 5.9% active; B-score at 10 µM; P21728; HEK293 D1, CRE-luciferase, dopamine EC30 potentiation; actives deviate in either direction;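 active = luminescence count or its row- and column-corrected plate score outside the 99.7% band of the plate's sample wells, on either side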
# S1P1 ag-PAM = S1P1 (human) agonism or agonism potentiation; 56,000 tested, 0.57% active; S1P1 CRE-bla cells, forskolin, beta-lactamase FRET, potentiator mode; S1P1 agonist co-added at EC20, 2 nM; 100% = saturating reference agonist, 0% = basal; activation, % at 9.5 µM; P21453;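 active = activation above a cutoff set at the mean activation of all tested compounds plus 3 SD, cut at about 54% in these data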;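 also: forskolin at 4 µM as EC80 and the EC20 agonist is SEW2871; 100% = SEW2871 at its EC100 plus forskolin at EC80; some compounds past the cut are filed as inactive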
# 5HT1a ag = activates the human 5-HT1a serotonin receptor | activation, % at 10 µM | 65,000 tested, 0.56% active | CHO 5-HT1a Ga15 NFAT-bla reporter, FRET ratio; 0% basal, 100% maximal reference agonist | P08908;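 active = activation above the screen-wide mean activation plus 3 SD, cut at about 19% in these data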;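 also: 0% = DMSO wells and 100% = 5-CT at EC100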
# 5HT1E antag = 5-HT1E (human) receptor antagonism; AID 571; P28566; 65,000 tested, 0.99% active; inhibition, % at 6 µM; CHO 5-HT1E Ga15 NFAT-bla reporter, FRET, antagonist;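 active = inhibition above a set limit, the mean inhibition across every tested compound plus 3 SD, cut at about 29% in these data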;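 also: signal is the 460 over 535 nm emission ratio of beta-lactamase substrate; 0% = agonist plus DMSO wells and 100% = wells without agonist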
# Target sequence (P28566 whole entry, looked up): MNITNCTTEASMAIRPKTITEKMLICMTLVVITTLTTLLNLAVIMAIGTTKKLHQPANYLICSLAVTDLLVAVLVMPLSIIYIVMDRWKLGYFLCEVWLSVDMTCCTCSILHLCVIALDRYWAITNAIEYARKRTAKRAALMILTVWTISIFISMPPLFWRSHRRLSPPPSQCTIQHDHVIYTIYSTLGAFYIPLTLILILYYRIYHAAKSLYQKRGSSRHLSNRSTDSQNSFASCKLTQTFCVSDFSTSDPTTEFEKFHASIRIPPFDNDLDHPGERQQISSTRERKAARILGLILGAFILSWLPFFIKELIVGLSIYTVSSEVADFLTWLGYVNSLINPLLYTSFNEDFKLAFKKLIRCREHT
# S1P3 ag = activates the human S1P3 receptor. Q99500. S1P3 NFAT-BLA reporter cells, agonism, FRET ratio; relative to 1 µM S1P, basal subtracted. activation, % at 4.5 µM. 60,000 tested, 0.1% active. AID 373;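 active = activation above the screen-wide mean plus 3 SD, cut at about 4.5% in these data, passing the limit was not always enough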; also: some compounds called inactive have numbers as strong as hits
# Target sequence (Q99500 whole entry, looked up): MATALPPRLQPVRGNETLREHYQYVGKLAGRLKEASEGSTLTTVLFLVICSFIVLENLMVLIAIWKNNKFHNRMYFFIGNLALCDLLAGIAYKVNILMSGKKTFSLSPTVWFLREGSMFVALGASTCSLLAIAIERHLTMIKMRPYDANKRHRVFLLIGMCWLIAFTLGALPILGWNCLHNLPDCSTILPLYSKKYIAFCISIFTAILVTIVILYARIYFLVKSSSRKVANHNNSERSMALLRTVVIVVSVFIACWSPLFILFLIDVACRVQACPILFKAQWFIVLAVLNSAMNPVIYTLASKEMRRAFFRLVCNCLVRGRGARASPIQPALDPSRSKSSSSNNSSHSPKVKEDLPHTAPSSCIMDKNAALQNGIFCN
#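 material = human S1P3 NFAT-BLA reporter CHO cells | schedule = 4 h compound at 37 °C, 2 h substrate at RT | measured by = fluorescent BLA substrate, ex 405 nm, em 460/535 nm ratio | controls = 1 µM S1P reference | replication = primary once, confirmation triplicate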
# HEK293 NFkB inh = inhibitors of the PMA/ionomycin-induced NF-kB reporter in HEK293 cells. inhibition, % at 3 µM. HEK-293 NF-kB luciferase reporter, luminescence. 62,000 tested, 0.21% active. AID 465;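 active = inhibition above the mean of all tested compounds plus 3 SD, cut at about 40% in these data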;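 also: 0% = stimulated DMSO wells and 100% = 10 µM reference inhibitor 5653914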
#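 Material: HEK-293 cells with stable firefly luciferase reporter driven by four HIV NF-kB elements / Also added: PMA plus ionomycin mix as NF-kB-activating stimulus / Compound dosing: 3 µM once, 0.30% DMSO / Times: 1 h pretreatment, 16 h stimulation, 37 °C / Signal: luminescence / Evaluation: per-plate % inhibition versus controls / Benchmarks: DMSO and 10 µM reference inhibitor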
# Jurkat tox 60K = cytotoxicity toward Jurkat cells; Jurkat E6.1 viability, ATP luminescence, 48 h; inhibition, % at 4 µM; 56,000 tested, 1.2% active; AID 463;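 active = inhibition above the mean inhibition of all tested compounds plus 3 SD, cut at about 28% in these data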
# 5HT1E ag = 5-HT1E (human) receptor agonism; P28566; CHO 5-HT1E Ga15 NFAT-bla reporter, FRET; 0% DMSO wells, 100% control agonist wells; activation, % at 6 µM; 65,000 tested, 0.69% active;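 active = activation above a set limit, the screen-wide mean activation plus 3 SD, cut at about 8.5% in these data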;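 also: 100% = positive control agonist at 1 µM giving full maximal response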
# 5HT1a antag = 5-HT1a (human) receptor antagonism; P08908; CHO 5-HT1a Ga15 NFAT-bla reporter, antagonist mode; inhibition, % at 10 µM; 62,000 tested, 0.68% active;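 active = inhibition above the mean of all tested compounds plus 3 SD, cut at about 43% in these data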;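 also: receptor stimulated by 5-CT agonist at 100 nM near EC80; beta-lactamase reporter measured by ratiometric fluorescence of a cleavable substrate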
# * = called active by the depositor; . = not tested or not shown.
SMILES,D1 allo mod,S1P1 ag-PAM,5HT1a ag,5HT1E antag,S1P3 ag,HEK293 NFkB inh,Jurkat tox 60K,5HT1E ag,5HT1a antag
CCOC(=O)C1=C(c2ccccc2)NC(SCC(=O)Nc2cccc(C)c2)=C(C#N)C1c1ccco1 (stereo not drawn),1.48,-6.5,2.2,-18.4,-0.7,12.4,9.4,2.9,-11.3
CCOC(=O)NC(Nc1ncccn1)(C(F)(F)F)C(F)(F)F,-0.285,-23.1,-3.8,-6.0,-0.6,-13.5,13.3,-0.2,6.1
CSc1nnc2c3ccccc3n(Cc3ccccc3)c2n1,10.1*,-12.6,0.4,13.9,-1.3,11.3,9.3,0.1,23.5
CCN(CCCNC(=O)C1CCN(S(=O)(=O)N2CCOCC2)CC1)c1cccc(C)c1,0.82,-9.4,-2.5,-6.9,0.4,4.0,-0.5,-0.2,3.5
CC(=O)c1c(C)[nH]c(C(=O)Nc2c(C)n(C)n(-c3ccccc3)c2=O)c1C,-0.491,-13.8,2.2,-11.7,-1.2,0.0,-8.9,-0.3,8.1
CCOc1ccccc1OCC(=O)Nc1ccc(N2CCCCC2)cc1,-0.0532,1.3,0.1,-10.6,0.4,15.1,-2.3,-0.4,-13.4
O=S(=O)(CCn1cccc1)CCn1cccc1,0.138,.,-3.4,12.8,.,9.3,.,-0.8,-2.1
CN1C(=O)c2ccccc2Sc2ccc(NC(=O)N3CCCC3)cc21,0.366,-9.1,-1.9,15.4,-1.0,9.9,-5.6,-0.3,3.0
CCOC(=O)c1ccc(NC(=O)C2C3C=CC(C3)C2C(=O)O)cc1 (stereo not drawn),-0.591,-9.5,-3.7,5.5,-0.2,9.2,-0.7,-1.0,-8.4
c1cncc(-c2nc(-c3cccs3)cs2)c1,.,.,0.3,5.7,.,11.6,.,-0.4,15.4
CCC(NC(=O)NCCCn1ccnc1)(C(F)(F)F)C(F)(F)F,0.0167,-2.0,-1.8,3.6,0.9,7.4,-0.3,-0.1,-0.3
CCOC(=O)Cn1c(=O)c2c(nc(Br)n2Cc2ccccc2)n(C)c1=O,0.182,10.6,-0.6,7.4,-0.6,-7.9,5.9,-0.8,7.3
CCOC(=O)c1ccc2c(c1)nc(COc1ccccc1C#N)n2CC,0.145,4.0,0.7,-2.1,-0.1,2.0,-0.4,0.1,-4.8
O=C(Nc1ncc2c(n1)CC(c1ccco1)CC2=O)c1ccccc1 (stereo not drawn),0.367,12.0,-1.0,0.0,-0.1,5.1,-4.3,-1.1,0.1
COc1ccc2[nH]c(=O)c3c(c2c1)OC(C)(C)C=C3,-3.64,99.3,-1.4,23.7,-2.0,29.5,-0.1,-0.3,60.0*
CCCC(C)C(=O)Nc1nnc(C)s1 (stereo not drawn),-0.55,-10.1,-4.4,-1.9,-0.4,16.9,4.1,0.2,4.1
Cc1ccc(N2C(=O)CSC2c2cccnc2)cc1F (stereo not drawn),.,-13.1,-1.8,-7.4,0.1,4.6,6.0,0.3,-11.6
COc1ccc(Cl)cc1S(=O)(=O)n1cnc2ccccc21,.,-11.9,-0.2,-4.5,-1.9,15.3,53.2*,-0.3,11.5
Cc1onc(-c2c(F)cccc2Cl)c1C(=O)N1CCc2ccccc2C1,-3.54*,-12.4,3.1,-10.9,0.5,-4.2,-3.7,0.0,-9.8
O=C(OCn1nnc2ccccc2c1=O)c1ccc(Br)o1,-0.0484,-7.6,0.4,-1.1,1.1,3.4,-3.8,-0.2,-2.0
O=C(Nc1ccccn1)c1cc(-n2cnnc2)ccc1Cl,0.165,2.1,0.9,-3.6,-1.2,18.2,-8.2,-0.2,-1.8
CC(C)CC1N=C2c3ccccc3N=C(SCc3cc(=O)n4ccccc4n3)N2C1=O (stereo not drawn),.,-67.0,2.6,16.8,0.1,3.5,9.8,-0.7,-2.3
CC1CCc2c(sc3nc(SCc4nc(-c5ccccc5)no4)n(C)c(=O)c23)C1 (stereo not drawn),0.143,4.4,1.3,-8.8,0.1,15.2,0.7,1.1,-4.0
c1ccc(-c2cnc(CSc3nnc4ccccn34)o2)cc1,.,14.1,-2.8,7.3,0.5,-13.7,-1.6,-0.2,5.1
COc1cc(C(=O)Nc2cc(-c3nc4cc(C)ccc4o3)ccc2C)cc(OC)c1OC,0.0695,-25.8,1.6,-2.5,-1.8,-13.8,0.2,0.2,6.5
O=C(CSc1nnnn1-c1ccccc1)Nc1ccc(N2CCOCC2)c(Cl)c1,-0.277,5.7,0.6,-8.1,-0.7,11.3,-1.5,0.7,14.1
O=C(c1ccc(Cl)cc1)N1CCCCC(Sc2nnc(-c3ccc4c(c3)OCO4)o2)C1=O (stereo not drawn),-9.98*,15.5,1.0,1.9,0.9,75.7*,2.2,-0.9,-12.3
O=C(Nc1cc2nn(-c3ccccc3)nc2cc1Cl)c1ccco1,0.656,0.8,-3.6,7.5,-1.1,-17.5,0.6,-0.3,18.8
O=C(C(c1ccccc1)N1CCOCC1)N1CCOCC1 (stereo not drawn),-0.41,4.4,1.3,-14.1,-1.1,.,.,0.4,.
COc1ccc(C/C(O)=C(\C#N)c2nc3ccccc3[nH]2)cc1OC,0.114,-23.6,-0.8,7.1,-0.8,-2.3,-2.6,0.1,5.4
Nn1c(COc2ccccc2)nnc1SCC(=O)O,0.262,6.1,1.7,1.3,0.5,9.8,-8.8,0.4,-22.9
CCN(C(=O)c1cnc2scc(C)n2c1=O)c1ccccc1C,0.0163,11.7,0.1,-1.9,-0.7,-0.2,5.4,-0.3,4.1
CCn1c(SCC(=O)OC2CCCCC2)nc2ccccc2c1=O,-0.765,-27.6,-0.8,2.5,-0.5,-3.4,7.4,-0.3,7.8
Nc1nc2ccccc2n1C(=O)CCc1ccccc1,-0.841,-10.2,-2.5,5.6,0.1,-25.0,15.1,-1.8,25.9
CCCn1c(CNC(=O)c2cccs2)nc2ccccc21,-0.0887,5.8,2.3,6.0,0.1,16.2,4.7,0.9,-4.7
Cc1nc(Cl)sc1C(=O)O,0.00976,2.2,-7.2,-0.7,-0.5,16.5,-5.0,0.3,0.2
CCOC(=O)N1CCC(n2c(=S)[nH]c3cc(OCC)c(OCC)cc3c2=O)CC1,-0.062,.,0.3,-7.5,.,10.5,.,0.6,-7.6
O=C(CC1Oc2ccccc2NC1=O)NCCCN1CCN(Cc2ccccc2)CC1 (stereo not drawn),-1.3,1.8,3.3,12.5,-0.5,18.0,-1.1,4.2,1.3
CNC(=O)Cn1ncc2c(C)n(Cc3ccc(C)cc3)c(C)c2c1=O,-0.113,10.6,14.2,0.9,0.3,12.3,-6.5,0.8,-17.2
Cc1ccccc1C(OCC(O)CN1CCCCC1CCO)c1ccccc1 (stereo not drawn),-1.69,-5.2,-2.6,-6.9,-0.3,17.8,3.6,3.3,6.5
CN(C)c1ccc(NC(=O)c2cc3c(=O)n4ccccc4nc3n2C)cc1,2.3,-75.7,0.1,27.7,1.9,18.6,-5.0,1.0,-19.8
CCCCCSc1nnc(-c2cc(Br)ccc2N)c(=O)[nH]1,-0.0211,12.0,-2.8,10.5,-0.6,7.1,3.8,-0.1,9.2
Cc1[nH]nc2c1C(c1ccccc1)C1=C(CC(C)(C)CC1=O)N2 (stereo not drawn),1.49,-12.2,-1.9,12.4,-0.1,-5.9,-4.1,0.4,-10.1
Fc1cc(Br)ccc1Nc1nc2ccccc2n2nnnc12,3.11*,-28.9,2.8,-10.9,-0.7,1.0,3.9,15.1*,-15.6
COCCn1c(SCc2ccc(C(=O)OC)o2)nc2cc(Cl)ccc2c1=O,0.135,-15.1,2.6,2.8,-0.2,7.4,-2.0,0.5,20.4
COc1ccc(OC)c(S(=O)(=O)N2CCc3ccccc32)c1,.,3.9,-5.0,1.1,-0.6,12.1,5.3,-0.7,-12.3
Cc1ccc2c(c1)c1c(n2CC(O)Cn2c(C)nc3ccccc32)/C(=N\O)CCC1 (stereo not drawn),0.701,-43.3,-4.1,-24.9,-0.2,6.3,-5.5,0.5,27.7
CCN(CC)C(=O)C1CC(=O)OC1(C)C (stereo not drawn),-0.959,6.5,-1.9,5.4,-0.2,16.7,6.8,-0.6,-1.3
CCCNC(=O)CCNC(=O)c1ccc(C(C)(C)C)cc1,-0.787,-7.8,-1.3,-15.8,0.7,10.1,-5.4,0.1,-1.5
O=C1OC(c2ccccc2)=C/C1=C/N1CCCCC1,.,6.1,-2.0,-0.4,-0.9,-19.1,5.1,-0.2,17.0
CC(C)C(=O)Nc1ccc(NC(=O)c2cccc(F)c2)cn1,-1.05,0.7,-4.1,10.4,-0.2,-4.2,2.8,-0.3,0.7
CC#CCN(CC#CC)S(=O)(=O)c1ccc(-n2cnnn2)c(OC)c1,-0.355,-6.5,1.8,4.6,-0.5,11.0,2.7,0.6,25.9
CCOC(=O)N1CCN(CCC(=O)c2ccc(Cl)cc2)CC1,-0.416,-16.4,-3.3,2.5,0.5,11.9,-3.4,0.0,3.1
CN(C)c1ccc(C2C3C(=O)N(c4ccc(C(=O)O)cc4)C(=O)C3ON2c2ccccc2)cc1 (stereo not drawn),-3.29,-9.7,-3.4,-5.2,-2.6,.,.,-0.5,.
CCOC(=O)C1=C(C)OC(N)=C(C(=O)OCC)C1c1cccnc1 (stereo not drawn),-0.414,10.0,-0.5,7.6,0.0,22.0,-0.4,0.0,-3.2
CCOC(=O)c1sc(NC(=O)c2ccco2)nc1C,-0.691,4.8,-0.8,-4.3,-0.6,-9.8,-1.6,0.2,-0.8
CC(=O)N1CCc2cc(S(=O)(=O)Nc3ccccc3N3CCN(C)CC3)ccc21,-0.699,-12.1,0.9,-7.5,0.2,-6.6,0.3,0.7,-18.2
CCn1cc(C2=NC(c3ccccc3)CO2)c2ccccc21 (stereo not drawn),-1.17,18.7,0.1,3.6,-1.0,1.6,-4.6,0.7,14.4
CC(C)(CN1CCCCC1)NS(=O)(=O)c1ccc(Cl)cc1,.,.,-0.4,3.4,-0.9,15.8,0.0,1.1,1.8
CCOC(=O)c1[nH]c(C)c(C(=O)NC)c1C,-0.446,-9.9,-2.8,-6.3,-0.2,12.4,0.4,0.1,-11.2

# Reformatted: four of the compounds above.
# Each structure is followed by: D1 allo mod, S1P1 ag-PAM, 5HT1a ag, 5HT1E antag, S1P3 ag, HEK293 NFkB inh, Jurkat tox 60K, 5HT1E ag, 5HT1a antag
- CCOC(=O)N1CCN(CCC(=O)c2ccc(Cl)cc2)CC1
  -0.416, -16.4, -3.3, 2.5, 0.5, 11.9, -3.4, 0.0, 3.1
- CCn1cc(C2=NC(c3ccccc3)CO2)c2ccccc21 (stereo not drawn)
  -1.17, 18.7, 0.1, 3.6, -1.0, 1.6, -4.6, 0.7, 14.4
- CCOC(=O)c1[nH]c(C)c(C(=O)NC)c1C
  -0.446, -9.9, -2.8, -6.3, -0.2, 12.4, 0.4, 0.1, -11.2
- CCN(CC)C(=O)C1CC(=O)OC1(C)C (stereo not drawn)
  -0.959, 6.5, -1.9, 5.4, -0.2, 16.7, 6.8, -0.6, -1.3
